# ABHD4 inh: inhibitors of mouse ABHD4. inhibition, % at 8.92 µM. AID 720543. purified mABHD4, FP-Rh probe fluorescence polarization. 0.54% of 370,000 active;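 active = inhibition exceeding the mean over every tested compound plus 3 SD, cut at about 30% in these data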;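 note: 0% = plate median of compound wells and 100% = S159A mutant with DMSO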
#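 Assay system: mouse ABHD4 enzyme, wild type / Also added: fluorescent activity-based probe FP-Rh / Doses: single nominal dose of 8.92 µM, 0.89% DMSO final / Timing: 45 min compound pre-incubation plus 60 min probe step, 25 °C / Signal: FP readout, ex 525 nm / em 598 nm / Control set: S159A mutant/DMSO as 100%, compound-well median as 0%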
# LEDGF integ inh: blocks HIV-1 LEDGF/p75-dependent DNA integration; TR-FRET IN-LEDGF/p75 DNA integration, Eu/Cy5; inhibition, % at 3.7 µM; 0.64% of 370,000 active;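 active = inhibition above the screen-wide mean plus 3 SD, cut at about 13% in these data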;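 note: signal is the Cy5 over europium emission ratio at 671 and 618 nm; 0% = plate median of compound wells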
# PRMT1 inh: PRMT1 (human) inhibition, primary screen. Q99873. recombinant PRMT1, activity-based probe fluorescence polarization. inhibition, % at 2.79 µM. 1.3% of 370,000 active;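 active = inhibition above about 21% made by adding two undisclosed values, limit read from the data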
# HTRA1 inh: HTRA1 (human) protease inhibition; inhibition, % at 5.96 µM; 0.5% of 340,000 active; recombinant HTRA1, FP-rhodamine activity-based probe, fluorescence polarization; Q92743; in the data active = inhibition above about 36%;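 note: 0% = enzyme with DMSO and 100% = wells lacking enzyme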
# Target sequence (Q92743 whole entry, looked up): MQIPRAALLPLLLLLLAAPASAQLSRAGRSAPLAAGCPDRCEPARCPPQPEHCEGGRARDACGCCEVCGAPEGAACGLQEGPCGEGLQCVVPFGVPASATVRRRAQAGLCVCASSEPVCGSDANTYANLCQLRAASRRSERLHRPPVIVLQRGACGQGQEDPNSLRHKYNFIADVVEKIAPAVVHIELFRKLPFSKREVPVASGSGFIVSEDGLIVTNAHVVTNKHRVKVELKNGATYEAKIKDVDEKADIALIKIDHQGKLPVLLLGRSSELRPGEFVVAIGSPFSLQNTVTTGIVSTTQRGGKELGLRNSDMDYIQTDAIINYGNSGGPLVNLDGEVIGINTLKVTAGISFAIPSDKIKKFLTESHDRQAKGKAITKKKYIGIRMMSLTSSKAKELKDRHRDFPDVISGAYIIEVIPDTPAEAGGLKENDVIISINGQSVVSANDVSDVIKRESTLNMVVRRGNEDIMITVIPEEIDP
# MBD2 DNA inh: MBD2-methylated oligo binding inhibition. TR-FRET, MBD2 binding to methylated oligonucleotide. inhibition, % at 4.4 µM. AID 686964. 0.31% of 370,000 active; in the data active = inhibition above about 13%
# TDP2 inh: TDP2 (human) inhibition, absorbance primary screen. recombinant TDP2, T5PNP hydrolysis, p-nitrophenol absorbance 415 nm. AID 720702. 0.34% of 370,000 active. inhibition, % at 12.8 µM;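 active = inhibition above the mean of all tested compounds plus 3 SD, set per campaign, cut at about 25% in these data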;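 note: 0% = DMSO with enzyme and 100% = buffer with substrate but no TDP2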
# Target sequence (O95551 whole entry, looked up): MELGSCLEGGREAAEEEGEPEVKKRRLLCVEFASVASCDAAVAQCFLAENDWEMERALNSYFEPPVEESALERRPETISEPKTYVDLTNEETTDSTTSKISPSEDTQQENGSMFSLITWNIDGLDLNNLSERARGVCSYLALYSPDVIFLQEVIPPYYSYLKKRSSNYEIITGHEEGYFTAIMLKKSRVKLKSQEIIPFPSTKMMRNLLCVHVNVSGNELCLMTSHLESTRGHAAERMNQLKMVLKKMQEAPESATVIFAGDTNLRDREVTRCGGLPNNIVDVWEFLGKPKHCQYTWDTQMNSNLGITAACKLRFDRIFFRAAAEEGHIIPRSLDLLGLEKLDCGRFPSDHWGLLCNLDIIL
#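 Material: recombinant human TDP2; quantity: TDP2 enzyme at 120 nM final; medium: Tris-HCl pH 7.5 with MgCl2; compound: single concentration, 12.8 µM nominal, with 1% DMSO; incubation: 2 h enzyme incubation at 37 °C; signal: epi absorbance; measure: percent inhibition; benchmarks: high control without enzyme, low control DMSO plus TDP2; repeats: singlicate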
# SIAE inh: inhibitors of human sialic acid acetylesterase SIAE; SIAE FP-Rh probe binding, fluorescence polarization; Q9HAT2; inhibition, % at 9.66 µM; 0.69% of 370,000 active;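 active = inhibition above a cutoff: mean of compounds within the control limits plus 3 SD of those, cut at about 17% in these data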;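 note: 0% = plate median of compound wells and 100% = probe without SIAE protein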
# NPR2 activator: GC-B (human) receptor activation; HEK293-GC-B cells, CNP EC30, cGMP TR-FRET; 0% at EC30 CNP, 100% saturating CNP; activation, % at 10 µM; 0.11% of 370,000 active; AID 1920062;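 active = activation at 10 µM reaching about 35% in either raw or pattern-adjusted values, limit read from the data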
# TCR-CD3 inh: inhibitors of human TCR-CD3 interaction | inhibition, % at 9.4 µM | 0.37% of 360,000 active | TAMRA-labeled TCR probe fluorescence, biochemical; in the data active = inhibition above about 19%;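 note: recombinant mutant TCR 2C K166C tagged with TAMRA read by polarization; 0% = receptor in buffer alone and 100% = receptor with positive control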
# rCAG RNA binder: molecules binding r(CAG) RNA repeats | r(CAG) RNA repeat, TO-PRO-1 dye displacement fluorescence | inhibition, % at 3 µM | 1.3% of 370,000 active | AID 651821;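 active = inhibition above the plate cutoff, the mean of all test compounds on that plate plus 3 SD, cut at about 35% in these data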;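 note: 0% = DMSO alone and 100% = 100 µM mitoxantrone as full dye displacement; higher means more dye released from RNA so lower well fluorescence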
# Active calls of the source: *; . = not tested or not shown. The list is partial, so the mix of outcomes need not match the whole.
SMILES,ABHD4 inh,LEDGF integ inh,PRMT1 inh,HTRA1 inh,MBD2 DNA inh,TDP2 inh,SIAE inh,NPR2 activator,TCR-CD3 inh,rCAG RNA binder
COC(=O)c1c[nH]c(=O)c2ccccc12,0,0,-1,0,-2,0,4,1,5,0
CC1CCN(C(=O)CSc2nnc(-c3ccco3)o2)CC1,-3,11,3,2,3,8,1,6,7,3
C[C@H]1CN([C@@H](C)CO)C(=O)CCCn2cc(nn2)CO[C@@H]1CN(C)C(=O)Nc1cccc(F)c1,2,-7,4,8,0,11,1,-2,-9,0
Cc1cccc(Sc2nc(-c3ccccc3)ccc2C#N)c1,4,0,-1,-21,8,4,-10,26,-5,1
COc1ccc(CNC(=O)COC(=O)CCN2C(=O)C3CC=CCC3C2=O)cc1OC (stereo not given),1,-1,-1,6,-7,1,9,-1,4,5
Cc1cccc(NC(=O)c2cc3c(=O)n4ccccc4nc3s2)c1,1,-2,-3,-3,-6,7,0,-8,2,2
O=C(Nc1ccc(OC(F)(F)F)cc1)Oc1ccccc1N1CCOCC1,0,-2,-2,-6,-3,6,-2,5,0,0
O=C(N/N=C/c1ccc(Cl)cc1Cl)C(=O)NC1CC1,2,2,-1,5,-4,3,0,-8,9,1
OCC1OC(n2cnc3c(NCc4ccco4)ncnc32)C(O)C1O (stereo not given),7,-1,-1,9,-2,7,-6,4,3,4
CCOC(=O)c1ccc(S(=O)(=O)n2c(=O)oc3ccccc32)cc1,0,3,-4,-10,-5,-5,1,2,4,4
CCC(=O)N1CCc2cc(Br)cc(S(=O)(=O)NCc3ccccc3OC)c21,4,0,-2,-4,-2,14,1,5,-1,0
COC(=O)c1ccsc1NC(=O)CN1CCN(c2ncccn2)CC1,2,1,-3,-4,-4,-23,1,0,0,3
COc1cc(CNc2ccc3[nH]c(=O)[nH]c3c2)ccc1OCC(=O)NC(C)(C)C,5,-3,6,-1,0,7,5,-7,1,-8
COC(c1ccc(Cl)cc1)(c1ccc(Cl)cc1)C(Oc1nccc(C)n1)C(=O)O (stereo not given),9,4,-1,-4,-4,-2,1,-5,4,23
CN1CC(=O)N(CC(=O)NCc2ccc(F)cc2)c2ccccc2C1=O,2,0,-4,4,3,-3,-2,3,3,1
CCN(CC)CC#CC(O)(c1ccccc1)c1ccccc1,0,-5,0,-1,0,11,0,-13,-4,-7
Cc1cccc(N2CCN(C(=O)N3CCOCC3)CC2)c1C,1,-1,0,-1,0,0,2,6,7,-2
COC(=O)c1cc(C(=O)Nc2cc(C)ccn2)cc([N+](=O)[O-])c1,5,3,-4,-5,-3,1,-2,6,-1,3
O=C(N/N=C/c1ccccn1)c1ccc(NC(=O)c2ccccc2Cl)cc1,-13,1,-1,1,2,3,-5,0,2,0
O=C(CSc1nnc(-c2cccs2)n1-c1ccccc1)N1CCCc2ccccc21,-1,-4,1,5,0,-1,8,-19,7,2
COc1cc(NC(=O)C2C3CCC(O3)C2C(=O)O)cc(OC)c1 (stereo not given),21,2,4,13,-4,4,4,6,-2,-1
CCOC(=O)C1(CC2CC2)CCN(S(=O)(=O)C[C@]23CC[C@H](CC2=O)C3(C)C)CC1,-8,1,-7,-2,1,-19,-6,3,-3,-8
O=C(Nc1ccc(S(=O)(=O)N2CCOCC2)cc1)C1COc2ccccc2O1 (stereo not given),-10,0,2,-1,-4,1,-1,-1,7,-2
COc1ccc(NC(=O)NC(C)c2ccncc2)cc1OC (stereo not given),-1,2,0,-5,5,12,7,4,7,-1
COc1ccccc1-c1nnc(SCC(=O)Nc2nc(-c3ccccc3)cs2)n1C,-19,4,-4,-27,-6,-4,1,-5,0,-2

# Part of the list above, reduced to TDP2 inh and MBD2 DNA inh.
compound | TDP2 inh | MBD2 DNA inh
C[C@H]1CN([C@@H](C)CO)C(=O)CCCn2cc(nn2)CO[C@@H]1CN(C)C(=O)Nc1cccc(F)c1 | 11 | 0
Cc1cccc(Sc2nc(-c3ccccc3)ccc2C#N)c1 | 4 | 8
COc1ccc(CNC(=O)COC(=O)CCN2C(=O)C3CC=CCC3C2=O)cc1OC (stereo not given) | 1 | -7
Cc1cccc(NC(=O)c2cc3c(=O)n4ccccc4nc3s2)c1 | 7 | -6
O=C(Nc1ccc(OC(F)(F)F)cc1)Oc1ccccc1N1CCOCC1 | 6 | -3

# New compounds follow:
SMILES,ABHD4 inh,LEDGF integ inh,PRMT1 inh,HTRA1 inh,MBD2 DNA inh,TDP2 inh,SIAE inh,NPR2 activator,TCR-CD3 inh,rCAG RNA binder
C[C@H]1COC(=O)[C@H](CC(=O)OC(C)(C)C)C/C=C\C[C@@H](CC(=O)N[C@H](CO)Cc2ccccc2)C(=O)N1,1,1,-2,1,-6,-8,1,0,-1,-11
O=C(Nc1ccc(Cl)cc1C(=O)N1CCOCC1)c1ccco1,-5,2,8,3,6,-13,-6,-1,-5,-1
CC1CCCC(NC(=O)COC(=O)Cc2ccc(Br)cc2)C1C (stereo not given),2,-2,2,.,4,-3,-2,-2,-2,-12
OC(COc1ccc2cc(Br)ccc2c1)Cn1ccnc1 (stereo not given),2,2,0,5,1,-5,-7,-7,5,1
CC(C)CCN1CCN(CCCc2ccccc2)CC1CCO (stereo not given),6,1,2,3,-1,-6,0,0,-10,-8
Cc1ccc(NP(=O)(c2ccc(N(C)C)cc2NC(=O)c2cccs2)N2CCOCC2)cc1Cl (stereo not given),-3,3,-4,5,-9,-13,-4,-1,3,5
COc1cc(/C=N/NC(=O)NC2CCCCC2)cc(OC)c1O,0,-3,5,6,7,4,0,-1,3,-7
CCOc1ccc(-n2ccnc2SCC(=O)Nc2nnc(CC)s2)cc1,8,1,0,0,-7,-1,2,4,4,20
CC(=O)c1c(C(C)=O)c(C)n(-c2nc(-c3ccc(C)c(C)c3)c(C)s2)c1C,-3,1,-4,-1,1,-4,-1,4,-4,-6
COc1cccc(CN(C)C(=O)CC[C@H]2O[C@@H](n3cnc4c(NC(=O)c5ccccc5)ncnc43)[C@H](O)[C@@H]2O)c1,5,1,-4,.,5,-9,-7,1,6,0
CCOC(=O)C1=CCN(S(=O)(=O)c2ccc(F)cc2)C1c1ccc(Br)cc1 (stereo not given),-11,3,-5,.,-6,0,-1,2,10,0
Cc1cccc(NC(=O)CN(C)S(=O)(=O)c2ccccc2)n1,-4,-3,-1,-1,0,6,5,5,-2,3
CSc1nnnn1-c1ccc(C(=O)OCC(=O)N2CCOCC2)cc1,5,-1,1,0,-6,6,4,2,6,0
CCOC(=O)c1ccc(NC(=O)CCc2nnc3ccc(N4CCN(C)CC4)nn23)cc1,-2,-2,-2,1,2,2,2,0,1,-10
COc1ccccc1NS(=O)(=O)c1cccc(C(=O)NCC(c2ccco2)N2CCCCC2)c1 (stereo not given),-9,6,-6,-8,-3,-4,-3,3,1,-2
CCOC(=O)C1(CCCc2ccccc2)CCN(C(=O)c2cncs2)CC1,-5,1,-1,-2,3,2,2,-1,7,-10
Cc1ccc(S(=O)(=O)N2CCN(C3CC4CCC3C4)CC2)cc1 (stereo not given),11,-2,0,1,-1,5,-7,-1,4,-3
OCc1cccc(-c2csc(C(O)(c3ccccc3)C(F)(F)F)n2)c1 (stereo not given),-26,-1,-4,.,1,3,1,-1,1,1
COc1ccc(C2=NOC(C(=O)NCc3cccnc3)C2)cc1OC (stereo not given),0,0,-1,-1,3,-1,-3,1,1,3
Cc1ccc(-n2cc(CN3CCC(O)(c4ccccn4)CC3)c(-c3ccc(F)cc3)n2)cc1,-5,-3,5,-19,6,-16,-8,0,-3,-10
Fc1ccccc1OCCCCn1cncn1,-1,-3,-3,0,-3,5,1,1,-2,-2
C=CC[C@]1(c2ccccc2)C(=O)N2C[C@H]3CON(C)[C@H]3C[C@H]2c2ccccc21,0,7,2,.,0,8,1,-15,2,2
COc1cc(/C=N/NC(=O)CN(Cc2ccco2)S(=O)(=O)c2ccccc2)ccc1O,-3,-3,-1,-7,4,-5,3,0,0,5
O=C(CN1CCN(S(=O)(=O)c2cccc(Br)c2)CC1)N1CCCCC1,-8,-5,10,3,1,-4,6,1,-5,2
COc1ccc(Cl)cc1NC(=O)CC(C)=O,-1,0,4,-4,2,4,5,5,8,4

# (more compounds)
SMILES,ABHD4 inh,LEDGF integ inh,PRMT1 inh,HTRA1 inh,MBD2 DNA inh,TDP2 inh,SIAE inh,NPR2 activator,TCR-CD3 inh,rCAG RNA binder
COC(=O)c1ccccc1NC(=O)C1CCN(C(=O)c2ccc(OC)cc2)CC1,-12,-1,-3,-3,-1,-11,-8,-8,9,-3
Cn1nc(C(C)(C)C)cc1N1C(=O)CCC1(C)C(=O)Nc1ccc2c(c1)OCCO2 (stereo not given),-4,0,3,.,3,-2,-5,-5,2,2
COCCCNc1ncnc2c1nc1n2CCCC1,3,-3,-4,6,2,-10,-12,0,2,3
CC[C@@]1(C(=O)OC)N[C@H](CN(C)C(=O)Nc2ccccc2)[C@@H]2C(=O)N(Cc3ccccc3)C(=O)[C@@H]21,-3,1,6,3,2,-9,-2,-5,1,1
CCN(CC(=O)Nc1c(F)cccc1F)C(=O)CCCN1C(=O)c2ccccc2C1=O,-13,3,6,6,3,-8,-1,2,-4,2
O=S1(=O)CC(N2CC=CC2)CN1Cc1cn(Cc2ccc(F)cc2)nn1 (stereo not given),1,2,-4,.,0,-13,2,-2,-6,3
Cc1ccc(C(=O)C2CCN(CC(=O)N3CCCC3)CC2)cc1,-7,5,-1,.,2,-1,8,3,.,4
COc1ccccc1-n1cc(-c2ccc(Cl)cc2)[nH]c1=O,-4,2,2,-4,0,-5,2,-1,10,3
CC(C)(CC(=O)N1CCN(c2ccc(Cl)cc2)CC1)CC1=NS(=O)(=O)c2ccccc2N1,-5,-2,0,-10,3,-11,-2,3,9,0
COc1ccc(/C(O)=C2/C(=O)C(=O)N(CCN3CCOCC3)C2c2ccccn2)cc1 (stereo not given),6,-2,5,2,-6,-1,4,3,7,5
O=C(CSc1nnnn1-c1ccccc1)N1CCNC1=O,6,-2,2,6,-1,-10,-7,3,8,2
O=C(NCCCN1CCOCC1)c1c(-c2ccccc2)sc2ccccc12,6,-1,3,13,-2,-3,2,-2,2,-1
CCCn1cnnc1CNC(=O)[C@@H](Cc1ccccc1)NC(=O)[C@H]1O[C@@H](n2ccc(=O)[nH]c2=O)[C@H](O)[C@@H]1O,6,6,-2,.,1,0,30*,4,5,1
CCOC(=O)NNC(=O)c1ccc(Cl)cc1,7,0,0,-3,-4,6,-6,6,4,3
Cc1ccc(S(=O)(=O)NCCc2nnc(SCc3cccnc3)n2C)cc1,6,-4,0,4,1,-15,-5,0,0,2
COc1cccc(CNC(=O)Cn2nc(-c3ccc(Cl)cc3)ccc2=O)c1,4,1,0,-12,-7,3,-7,-1,1,0
COc1ccc(Cl)cc1Nc1nc(C)nc2c1oc1ccccc12,-7,3,-4,-2,-2,-11,3,-4,-1,5
CCOc1ccccc1Nc1cc(C)nc2ccccc12,1,-4,-1,0,1,8,-1,-1,2,3

# Screens deposited in PubChem by several laboratories.
